aGlu spleen mod: qHTS Assay for Inhibitors and Activators of Human alpha-Glucosidase From Spleen Homogenate | AID 2112, 2009 | Potency, µM (highest dose often 79.9 µM), without a hit: at the top dose activity change, negative = inhibition, usual class: inhibitors | human spleen homogenate, 4-MU-alpha-glucoside fluorescence | actives 0.006% (n = 240,000);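 also: potency is read from the fitted curve at half-maximal effect; 0% = enzyme with vehicle and -100% = no enzyme basal signal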
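Compounds were titrated against alpha-glucosidase in spleen homogenate at pH 5.0, with 1 mM 4-methylumbelliferyl substrate for 40 min at 37 C. Reactions were quenched with pH 10 NaOH/glycine and fluorescence measured.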
LMNA splice mod: qHTS Assay for Modulators of Lamin A Splicing | HeLa LMNA splicing GFP/RFP minigene ratio, 48 h | Potency, µM (series often up to 46.1 µM), inactives show at the top dose ratio change, negative = inhibition, hits mostly inhibitors | actives 0.01% (n = 200,000) | AID 1487, 2009; active = well fitted inhibition curve with a large enough effect in the signal ratio, with a control signal flat, not every such curve was filed as active; inconclusive = small, poorly fitted or top-dose-only effect, or effect the other way, or a change in a side signal; the % refers to the signal ratio; also: potency is read from the fitted curve at half-maximal effect; % is scaled to controls: 0 for no effect and ±100 for the full control effect
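S3 HeLa cells stably expressing lamin A-EGFP splicing minigene plus DsRed2, 600 cells/well, 48 h compound exposure at 37C. Laser-scanning cytometry; analysed as GFP (500-530 nm)/RFP (575-640 nm) total intensity ratio; 0.5% DMSO vehicle.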
CBFb RUNX1 block: qHTS Assay for Compounds Blocking the Interaction Between CBF-beta and RUNX1 for the Treatment of Acute Myeloid Leukemia | Runt-related transcription factor 1 (Homo sapiens) + Core-binding factor subunit beta … | AID 1477, 2009 | AlphaScreen CBFb-His/RUNX1-biotin binding, biochemical | 230,000 tested, under 10 active | Potency, µM (series often up to 59.8 µM), without a hit: top-dose activity, negative = inhibition, hits mostly inhibitors; also: % of control where 0% means no effect
Target sequence (Q01196 whole entry, looked up): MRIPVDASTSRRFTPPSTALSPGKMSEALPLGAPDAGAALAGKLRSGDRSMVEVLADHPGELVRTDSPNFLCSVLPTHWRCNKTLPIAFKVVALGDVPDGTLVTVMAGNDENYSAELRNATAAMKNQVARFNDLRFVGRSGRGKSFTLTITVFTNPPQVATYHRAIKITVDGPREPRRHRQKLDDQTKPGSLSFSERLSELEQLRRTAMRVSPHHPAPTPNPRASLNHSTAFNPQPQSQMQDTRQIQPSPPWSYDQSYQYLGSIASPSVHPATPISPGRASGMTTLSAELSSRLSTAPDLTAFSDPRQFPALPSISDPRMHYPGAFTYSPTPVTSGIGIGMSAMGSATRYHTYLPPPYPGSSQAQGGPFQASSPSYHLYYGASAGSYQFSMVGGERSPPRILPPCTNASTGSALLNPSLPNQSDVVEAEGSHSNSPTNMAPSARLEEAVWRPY
Target sequence (Q13951 whole entry, looked up): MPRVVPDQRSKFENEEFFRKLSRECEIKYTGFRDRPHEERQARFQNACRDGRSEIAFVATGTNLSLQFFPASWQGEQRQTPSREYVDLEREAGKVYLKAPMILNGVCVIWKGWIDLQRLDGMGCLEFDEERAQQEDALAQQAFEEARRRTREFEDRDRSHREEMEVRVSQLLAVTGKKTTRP
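AlphaScreen binding: CBFb-His and RUNX1-biotin (30 nM each) preincubated 20 min, compound added for 15 min, then nickel and streptavidin beads for 90 min, all at room temperature. Disruption of the interaction by any mechanism counts as activity.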
GAA inhib: qHTS Assay for Inhibitors of Human alpha-Glucosidase as a Potential Chaperone Treatment of Pompe Disease. Lysosomal alpha-glucosidase (Homo sapiens), P10253. purified human GAA, 4-MU-alpha-glucoside fluorescence. Potency, µM (highest dose often 76.9 µM), without a hit: at the top dose activity change, negative = inhibition, usual class: inhibitors. actives 0.005% (n = 200,000). AID 1466, 2008;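 also: potency is read from the fitted curve at half-maximal effect; plate controls were uninhibited enzyme wells for no effect and no-enzyme background for full effect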
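AC50 values come from Hill fits of compound titrations (up to 77 uM) against 4 nM human enzyme. Substrate 4-methylumbelliferyl-alpha-D-pyranoside at 400 uM, pH 5.0 citrate buffer, 20 min room temperature; fluorescence Ex 365/Em 440 after alkaline stop.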
HttQ103 aggreg: qHTS Multiplex Assay to Identify Dual Action Probes in a Cell Model of Huntington: Aggregate Formation (GFP) | PC12 HttQ103-GFP aggregates, Acumen cytometry, 40 h | Potency, µM (titrated, usually from 46.1 µM), for the others: at the highest dose activity change, negative = inhibition, most hits filed as inhibitors | actives 1.1% (n = 220,000) | AID 1688, 2009; also: potency is read from the fitted curve at half-maximal effect; % is scaled to controls: 0 for no effect and ±100 for the full control effect; nearly all actives have a fitted effect of over 60% in size
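PC12/HTTQ103-GFP, ecdysone-inducible; teb 100 nM; cpd qHTS titration; GFP aggregates read on laser cytometer, Ex 488/Em 500-530 nm.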
HTT ATP protect: qHTS Multiplex Assay to Identify Dual Action Probes in a Cell Model of Huntington: Cytoprotection (ATP) | AID 1471, 2008 | actives 0.14% (n = 230,000) | PC12 HTT-Q103 induced, cytoprotection, ATP luminescence, 40 h | Potency, µM (highest dose often 56.4 µM), for inactives: cytoprotection (ATP increase), hits mostly activators;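 also: potency is read from the fitted curve at half-maximal effect; % of control where 0% means no effect; nearly all actives have a fitted effect of over 45% in size; toxic huntingtin expression switched on by the ecdysone agonist tebufenozide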
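PC12 cells stably carrying ecdysone-inducible Htt exon 1 (Q103)–GFP were induced with 100 nM tebufenozide (final) alongside library compounds in a dose series. Cytoprotection was scored as retained ATP by ATPlite luminescence.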
GAA glycogen: qHTS Assay for Inhibitors and Activators of Human alpha-Glucosidase Cleavage of Glycogen. Lysosomal alpha-glucosidase (Homo sapiens), P10253. recombinant GAA, glycogen substrate, Amplex Red glucose oxidase fluorescence. Potency, µM (highest dose often 76.4 µM), inactives show at the highest dose activity change, negative = inhibition, actives largely listed as inhibitors. actives 0.38% (n = 300,000). AID 2100, 2009;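 also: potency is read from the fitted curve at half-maximal effect; 0% = full enzyme reaction and -100% = no-enzyme basal signal; the screen sought inhibitors and activators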
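Natural-substrate format: glycogen cleavage by 4 nM human enzyme, glucose read by Amplex Red coupling (Ex 573, Em 610 nm). Normalized to enzyme and no-enzyme controls.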
The depositor's hits bear a star; ? = inconclusive; / = not tested or not shown; [ ] = remark or other dose. Unless noted, calls follow the shape of the dose curve; as a rule, active = well fitted curve in the direction sought with a large enough effect; inconclusive = small, poorly fitted or top-dose-only effect, or another doubt; inactive = no such curve, though single readings can be large; an effect the other way counts as inactive or inconclusive.

Fields – aGlu spleen mod	LMNA splice mod	CBFb RUNX1 block	GAA inhib	HttQ103 aggreg	HTT ATP protect	GAA glycogen
- CN1CCN(/N=C/c2ccc(N(c3ccccc3)c3ccccc3)cc2)CC1
    -1%	?	23%	4%	20%[9.22 µM]	-1%[10 µM]	-27%
- CC(=O)O[C@H]1CC[C@H]2[C@@H]3CCc4cc(O)ccc4[C@H]3CC[C@]12C
    -14%	?	0%	4%[15.4 µM]	-1%	/	1%
- Oc1oc(-c2ccccc2)nc1C=Nc1cccc2ccccc12
    5%	7%	?	-2%	12%	27%[10 µM]	-13%
- CCC(CC)c1nnc(NC(=O)c2ccc(S(=O)(=O)N3CCc4ccccc4C3)cc2)s1
    0%	10%	0%	-4%	6%	/	-2%
- CCOC(=O)c1ccc(NC(=O)NS(=O)(=O)c2ccc(C)cc2)cc1
    -1%	2%	9%	-5%	-13%	-3%	5%
- COc1ccc(CNC(=O)CSc2nnc3c(Cl)cc(C(F)(F)F)cn23)cc1OC
    10%	2%	13%	-2%	11%	7%[10 µM]	-1%
- CC(C)(C)c1ccc(/C=N/OCC(=O)NCc2ccc(F)cc2)cc1
    0%	?	21%	-10%	-19%	/	-5%
- CC(C)OC(=O)c1ccc(COC(=O)c2cccc(-c3nnc(-c4ccccc4)o3)c2)cc1
    -2%	-13%	6%	-6%	-1%	29%[10 µM]	12%
- CC(=O)Nc1sc(N/N=C/c2ccccc2)nc1-c1ccc(C)cc1
    11%	/	-6%	/	10%[9.22 µM]	-7%[10 µM]	?
- COc1cc(OC)cc(C(C)=O)c1
    -5%	13%	8%	-7%[15.4 µM]	2%	-31%	3%
- CCOC(=O)c1cc(-c2ccccc2)n(CCC(=O)N2CCN(c3ccccc3OC)CC2)c1C
    0%	?	-5%	-1%	-4%	21%[10 µM]	-14%
- O=S(=O)(c1ccc(S(=O)(=O)N2CCCC3(CCCCC3)C2)cc1)N1CCCCC1
    0%	4%	2%	-2%	8%	-8%[10 µM]	-8%
- Cc1ccc(C(=O)N/C(=C\c2ccccc2F)c2nc(=S)[nH][nH]2)cc1
    4%	/	-28%	-3%	?	/	-19%
- CCC1C(C#N)=C(SCC(N)=O)NC2=C1C(=O)CC(C)(C)C2 (centres undefined)
    -1%	/	6%	/	-5%[9.22 µM]	-11%[10 µM]	-5%
- O=C(/C=C/c1cccc(Br)c1)N1CCN(c2ccccn2)CC1
    /	/	-9%	-7%	-13%	-3%	0%
- O=C(Cc1ccccc1)NCc1n[nH]c(=S)n1-c1ccccc1
    -1%	/	0%	1%	4%	-22%	-2%
- COc1ccc(C2CC(=O)Nc3cc(C)c(C)cc32)c(OC)c1OC (centres undefined)
    0%	-17%	2%	-9%	-13%	-4%	-2%
- Brc1cc2c(cc1Cn1c(-c3cncs3)nc3ccccc31)OCO2
    -4%	3%	11%	-5%	-37%	13%[10 µM]	1%
- Cc1ccc(NC(=O)C(=O)NCCc2c[nH]c3ccccc23)c(C)c1
    8%	5%[9.22 µM]	-3%	-3%	-3%	-14%	4%
- CN(C)S(=O)(=O)c1ccc(NC(=O)COC(=O)C2COc3ccccc3O2)cc1 (centres undefined)
    0%	/	-1%	-1%	10%	-44%	7%
- O=C(NNC1=NCCC1)C1CC1
    6%	-19%[46 µM]	3%	-4%	?	?	6%
- CCOC(=O)N1CCC(NC(=O)Cn2nc(-c3ccccc3)ccc2=O)CC1
    0%	-2%	6%	3%	-8%	15%	5%
- O=C(CCOc1ccccc1F)N1CCN(c2ccccc2O)CC1
    2%	11%[46 µM]	0%	2%	-22%	8%	?
- Cc1nc2c(c(=O)c3ccccc3n2C)c(=O)n1-c1ccc(F)cc1
    7%	/	-15%	/	3%[9.22 µM]	19%[10 µM]	-61%
- Brc1ccc(-c2csc(N3CCC(c4ccccc4)C3)n2)cc1 (centres undefined)
    -3%	-3%	3%	2%	8%	-45%[inhibitor]	-11%
- CC1(C)C2([N+](=O)[O-])CN3CC1([N+](=O)[O-])CN(C2)C3c1ccccc1 (centres undefined)
    -12%	10%	-10%	3%	-19%	3%	4%
- COc1ccc(NC(=O)CN(C)S(=O)(=O)c2cccc3cccnc23)cc1
    6%	-8%	1%	-5%	16%	-16%	?
- CCOc1ccc(C(=O)NC(=S)Nc2ccccc2N2CCC(C)CC2)cc1[N+](=O)[O-]
    -6%	7%	-3%	?	?	-31%	4%
- CC(C)C[C@H](NC(=O)N1CCCCCC1)C(=O)O
    6%	/	3%	/	-11%[9.22 µM]	8%[10 µM]	-1%
- CC(C)Cc1ccc(C(C)C(=O)Nc2nccs2)cc1 (centres undefined)
    -5%	?	3%	-2%	-29%	-7%	-2%
- CCOc1nc(Nc2ccc(OC)cc2)nc(N2CCOCC2)n1
    -15%	/	-1%	-11%	-26%[9.22 µM]	20%[10 µM]	-11%
- Cc1ccc(-n2c(=S)[nH]c3sc4c(c3c2=O)CCc2ccccc2-4)cc1
    -8%	?	-4%	-1%	?	3%[10 µM]	-5%
- Oc1[nH]c2ccccc2c1N=Nc1ccc(C(F)(F)F)cn1
    1%	26%	0%	-33%	-2%	-53%[inhibitor]	-1%
- CC(NC(=O)Cn1nnc(-c2ccncc2)n1)c1ccccc1 (centres undefined)
    -1%	-8%	-2%	1%	?	-8%[1.9 µM]	7%
- CCC(C)N1C(=O)CCC1C(=O)N1CCN(c2ccccc2F)CC1 (centres undefined)
    -2%	-1%	-3%	-1%	16%	-11%	4%
- COc1ccc(Cl)cc1NC(=O)CSc1nnc(COc2ccccc2)n1N
    -4%	-3%	7%	-1%	-9%	-4%[0.074 µM]	0%
- O=c1c2c3c(sc2nc2n1CCCCC2)CCCCC3
    -18%	-10%	9%	2%	27%	13%[10 µM]	7%
- O=C(C[n+]1ccccc1)c1ccc(NC(=O)c2ccccc2)cc1
    3%	23%[46 µM]	-5%	5%	11%[9.22 µM]	16%[10 µM]	0%
- O=C(O)CN(Cc1ccco1)S(=O)(=O)c1ccccc1
    -7%	-1%	-3%	-3%	1%	-5%	10%
- C=CCN(CC=C)C(=S)Nc1ccc(OC)c(OC)c1
    -1%	/	7%	-3%	11%	/	2%
- C=CCN(C(=O)CN1CCOCC1)c1nc(C)c(-c2ccccc2)s1
    -14%	25%	0%	3%	6%	-16%	-3%
- COc1cc(OC)cc(C(=O)NCc2n[nH]c(=S)n2-c2ccccc2)c1
    -13%	-21%	-1%	-4%	-4%	-38%	-9%
- Cc1csc(NC(=O)c2c(O)c3c(n(CC(C)C)c2=O)CCCC3)n1
    -3%	?	3%	1%	-14%	4%[10 µM]	2%
- COc1ccc([N+](=O)[O-])cc1N(CC(=O)N1CCCC1)S(C)(=O)=O
    -1%	/	-3%	-2%	1%[9.22 µM]	-14%	-6%
- CN1CCN(c2ncncc2-c2ccccc2Cl)CC1
    -2%	-1%	/	/	/	15%	/

An excerpt from above in order of heavy-atom count, low to high:
Fields – aGlu spleen mod	LMNA splice mod	CBFb RUNX1 block	GAA inhib	HttQ103 aggreg	HTT ATP protect	GAA glycogen
- C=CCN(CC=C)C(=S)Nc1ccc(OC)c(OC)c1
    -1%	/	7%	-3%	11%	/	2%
- COc1ccc([N+](=O)[O-])cc1N(CC(=O)N1CCCC1)S(C)(=O)=O
    -1%	/	-3%	-2%	1%[9.22 µM]	-14%	-6%
- COc1ccc(Cl)cc1NC(=O)CSc1nnc(COc2ccccc2)n1N
    -4%	-3%	7%	-1%	-9%	-4%[0.074 µM]	0%

The list continues:
Fields – aGlu spleen mod	LMNA splice mod	CBFb RUNX1 block	GAA inhib	HttQ103 aggreg	HTT ATP protect	GAA glycogen
- CCCC(=O)CN1C(=O)C2(OCCO2)c2ccccc21
    -3%	1%	6%	?	-1%	12%	7%
- CO/N=C(/CS(=O)Cc1ccccc1Cl)c1ccc(Cl)cc1Cl (centres undefined)
    -2%	?	1%	2%	-13%	-10%	-22%
- CCOC(=O)C1C(=O)NC(N2CCOCC2)=NC1c1ccco1 (centres undefined)
    2%	3%	7%	0%	-10%	10%[0.074 µM]	5%
- Cc1cc([N+](=O)[O-])ccc1NC(=O)C(C)N1CCN(c2ccccn2)CC1 (centres undefined)
    6%	5%[46 µM]	-6%	-3%	22%[9.22 µM]	34%[10 µM]	7%
- O=C1CN(C(=O)COC(=O)c2ccccc2NCc2ccco2)c2ccccc2N1
    18%	8%	3%	?	4%	-13%	1%
- O=C(Nc1ccccc1C(=O)N1CCOCC1)c1ccc(F)cc1
    1%	-2%	-1%	?	2%	-6%[10 µM]	-8%
- Fc1ccc(CNC(=S)NC2CCCCCC2)cc1
    -1%	-4%[46 µM]	-1%	7%	-26%	6%	14%
- COc1ccc(-c2cc(C(=O)N3CCN(C(c4ccccc4)c4ccccc4)CC3)no2)cc1
    -10%	-11%	4%	-1%	-30%	-23%	0%
- Nc1ccc2c(c1)OC1(CCCCC1)O2
    -16%	?	-16%	4%	-26%	13%[10 µM]	0%
- COC(=O)c1oc2ccc(OC)cc2c1N
    -11%	2%	0%	3%	2.8µM*	-94%[inhibitor][10 µM]	-1%
- CC(=O)Oc1c(Cl)cc(Cl)cc1/C=C/c1ccc2ccccc2n1
    -3%	-24%	10%	-3%	-11%	-29%	-5%
- N/C(=N\OS(=O)(=O)c1ccc(Cl)cc1)c1cccnc1
    1%	1%	-3%	1%	-6%	12%[0.074 µM]	-4%
- Cc1ccc(C(=O)N/N=C2\CCSC2)cc1[N+](=O)[O-]
    1%	-9%	-3%	?	?	/	4%
- COc1ccccc1-c1cc(C(=O)NN)[nH]n1
    5%	/	?	/	-19%[9.22 µM]	-14%[10 µM]	-23%
- COc1ccc(Cl)cc1NC(=S)N(Cc1ccc(C(=O)O)cc1)Cc1ccc(OC)c(OC)c1
    14%	3%[46 µM]	-7%	0%	-8%	-12%	-11%

High-throughput results as filed in PubChem.
